SENP1 FRET inh: human SENP1 catalytic domain inhibitors, primary screen, biochemical, FRET, uHTS; recombinant SENP1 catalytic domain, CyPet-SUMO1-YPet FRET cleavage; inhibition, % at 10 µM; hit rate 0.21% among 360,000;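 active means inhibition at least 30% at 10 µM, raw YFP signal under a set limit, fluorescence ratio 0.5 to 1.5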;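 further: 0% = enzyme with DMSO and 100% = no enzyme wells; some results filed as inactive read as strong as hits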
Target sequence (Q9P0U3 419-644 limits assumed): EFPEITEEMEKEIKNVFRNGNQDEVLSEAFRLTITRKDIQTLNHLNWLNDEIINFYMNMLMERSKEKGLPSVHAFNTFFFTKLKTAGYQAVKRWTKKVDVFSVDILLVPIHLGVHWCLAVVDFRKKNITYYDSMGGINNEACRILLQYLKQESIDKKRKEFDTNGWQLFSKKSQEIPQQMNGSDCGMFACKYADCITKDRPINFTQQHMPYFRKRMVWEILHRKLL
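Assay system – human recombinant His6-tagged SENP1 catalytic domain enzyme · Input – SENP1 enzyme, 20 pM final · Buffer or medium – Tris pH 8 buffer plus EDTA, NaCl, BME, BSA, NP40, catalase · Schedule – 50 min reaction at room temperature · Technique – FRET read of cyan and yellow fluorescence · Control set – no-enzyme wells low, DMSO-plus-enzyme wells high control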
GRIN3A LBD mod: binders of NR3A ligand-binding domain, primary screen, biophysical, differential scanning fluorimetry, uHTS | Glutamate receptor ionotropic, NMDA 3A (GRIN3A) ligand-binding domain | Tm shift relative to glycine control, % at 25 µM | NR3A LBD differential scanning fluorimetry, Tm shift; 0% = protein alone, 100% = glycine-bound protein | hit rate 2.5% among 340,000;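 active means melting temperature shift of at least 10% of the positive control shift, at one fixed dose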
PfGluPho inh: PfG6PD enzyme inhibitors, primary screen, biochemical, fluorescence intensity, uHTS; glucose-6-phosphate dehydrogenase-6-phosphogluconolactonase (Plasmodium falciparum 3D7); PfGluPho enzyme, NADPH resazurin-diaphorase fluorescence; inhibition, % at 20 µM; hit rate 0.78% among 350,000; AID 504690, 2011;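 active means inhibition reaching at least a set limit at 20 µM in the primary screen, cut at about 59% in these data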;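 further: 0% = DMSO wells with substrate and 100% = DMSO wells lacking glucose-6-phosphate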
SENP8 inh: human SENP8 protease inhibitors, primary screen, biochemical, fluorescence, Nedd8 protein substrate, uHTS | hit rate 0.64% among 360,000 | inhibition, % at 20 µM | recombinant SENP8; in the data active means inhibition mostly above about 40%, no sharp cut-off; inactive means mostly below about 27%
Target sequence (Q96LD8 whole entry, looked up): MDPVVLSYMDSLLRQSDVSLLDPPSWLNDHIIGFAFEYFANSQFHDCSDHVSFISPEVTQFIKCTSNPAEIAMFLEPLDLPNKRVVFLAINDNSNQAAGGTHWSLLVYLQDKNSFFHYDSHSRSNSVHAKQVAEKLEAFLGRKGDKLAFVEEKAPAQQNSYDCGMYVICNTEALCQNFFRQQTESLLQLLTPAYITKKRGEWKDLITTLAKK
SENP6 block: SENP6 protease inhibitors, primary screen, biochemical, luminescence, uHTS. Sentrin-specific protease 6 (Homo sapiens), Q9GZR1. Recombinant SENP6 catalytic domain, aminoluciferin luminescence. inhibition, % at 10 µM. hit rate 1.8% among 330,000;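 active means inhibition above about 50% at the single tested dose, limit read from the data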;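 further: plate controls were DMSO wells with enzyme for no effect and DMSO wells lacking enzyme for full effect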
Target sequence (Q9GZR1 628-1112 limits assumed): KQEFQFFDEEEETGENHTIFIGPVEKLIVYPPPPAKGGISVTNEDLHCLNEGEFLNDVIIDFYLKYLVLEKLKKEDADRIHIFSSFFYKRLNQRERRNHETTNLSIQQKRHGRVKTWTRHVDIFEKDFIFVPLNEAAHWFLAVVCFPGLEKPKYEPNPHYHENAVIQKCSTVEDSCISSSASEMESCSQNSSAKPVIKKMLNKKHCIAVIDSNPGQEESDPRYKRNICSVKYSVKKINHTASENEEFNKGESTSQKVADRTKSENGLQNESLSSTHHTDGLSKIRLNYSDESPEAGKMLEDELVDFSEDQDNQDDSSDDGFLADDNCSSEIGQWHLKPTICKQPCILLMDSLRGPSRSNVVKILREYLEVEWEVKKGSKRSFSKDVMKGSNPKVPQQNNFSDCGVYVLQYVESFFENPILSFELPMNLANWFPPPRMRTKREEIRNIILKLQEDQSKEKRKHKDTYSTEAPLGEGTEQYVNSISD
hIAP activ: human IAP activators, primary screen, biochemical, luminescence, uHTS | Intestinal-type alkaline phosphatase (Homo sapiens), P09923 | purified human IAP, CDP-Star luminescence, 30 min; hits give high values; 1 = vehicle-only enzyme, 0 = enzyme-free background | activation factor at 10 µM | hit rate 0.16% among 330,000;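 active means activation factor of the enzyme at least 2-fold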; further: the source names both 10 and 20 µM as test concentration; values of inactives mirror those of a sister screen read the other way
MPTP inh: mitochondrial permeability transition pore inhibitors, primary screen, biochemical, isolated mouse mitochondria, absorbance | Ca2+ swelling absorbance, 30 min | inhibition, % at 10 µM | hit rate 1.4% among 360,000;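 active means inhibition of 50% or more, scaled per plate between neutral and stimulator controls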;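 further: 0% = DMSO wells given calcium and 100% = 1 mM EGTA wells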
ATG4B inhibitor: ATG4B protease inhibitors, primary screen, biochemical, fluorescence, uHTS | hit rate 0.51% among 340,000 | AID 504462, 2011 | Cysteine protease ATG4B (Homo sapiens), Q9Y4P1 | inhibition, % at 8.33 µM | ATG4B cleavage of LC3-PLA2, NBD-HPC fluorescence, 1 h; in the data active means inhibition above about 40%
The depositor's hits bear a star; i = inactive; nt = no result given.

molecule	SENP1 FRET inh	GRIN3A LBD mod	PfGluPho inh	SENP8 inh	SENP6 block	hIAP activ	MPTP inh	ATG4B inhibitor
COCCCN1CC(=O)N2C(c3cccc(C)c3)c3[nH]c4ccccc4c3C[C@H]2C1=O (some centres not stated)	-11	-2	-1	0	9	1	1.1	3
COc1ccccc1NC(=O)CSc1c2c(nc3ccccc13)CCC2	-2	-11	26	22	-4	0.93	2.2	0
COc1cc(CNc2ccc3c(c2)OCCO3)ccc1OCC(N)=O	3	-2	12	-6	-11	1.1	-0.3	-5
c1ccc(Nc2nc(-c3ccncc3)nc3ccccc23)cc1	-15	-9	-11	-155	-2	0.95	1.8	-2
C[C@H](CO)N1C[C@H](C)[C@@H](CN(C)Cc2ccc(Oc3ccccc3)cc2)Oc2c(NS(=O)(=O)c3cn(C)cn3)cccc2C1=O	1	-1	10	-6	8	0.92	-0.5	-13
O=C(O)c1sccc1OCc1ccccc1	1	-1	-10	2	-15	0.97	2.8	-6
O=C(COc1cccc2cccnc12)N/N=C/c1ccc(O)cc1	1	-26	-13	7	21	0.99	-0.1	-9
COC(=O)c1c(NS(=O)(=O)Cc2ccccc2)sc2c1CCCC2	1	-8	-17	14	-29	0.95	2.8	8
CN(C)S(=O)(=O)N1CCN(Cc2ccccc2)CC1	3	3	8	8	4	0.99	-0.7	6
O=C(c1ccc(-c2ccccc2Cl)o1)N1CCCCCCC1	-2	-1	5	10	nt	nt	-0.5	21
Cc1cc(N)c(C)c([N+](=O)[O-])c1C	1	-3	34	12	-12	0.94	-6.1	5
CCn1cc(CNC(=O)c2cc(-c3ccccc3OC)nc3ccccc23)c(C)n1	1	3	-16	-498	17	1.1	-2.2	-2
O=C(CCN1C(=O)C2CC=CCC2C1=O)Nc1ccc(S(=O)(=O)N2CCCCC2)cc1 (configuration not stated)	1	2	12	4	-5	0.97	-1.5	1
O=C(O)CCCCCN1C(=O)C(O)=C(C(=O)/C=C/c2ccccc2)C1c1ccc2c(c1)OCO2 (configuration not stated)	-13	0	-27	-26	-15	1	-1.4	17
CCC(C)Nc1nc(-c2cccc(OC)c2O)nc2ccccc12 (configuration not stated)	1	-2	37	22	-10	1.1	38	-2
CCn1c(Cn2nnc(-c3ccccc3)n2)nnc1SCC(=O)Nc1ccccc1	1	-2	-4	19	-5	0.7	-0.5	4
CCCCN1CCC(CN2C(=O)C(=O)NC[C@@H]2Cc2ccccc2)CC1	1	2	-1	11	nt	nt	-1.2	0
Cc1noc(C)c1S(=O)(=O)Nc1ccc(C(=O)N2CCCCC2)cc1	2	0	-19	18	-43	1.1	-1.0	-4
COc1cc(OC)c(OC)cc1/C=C/C(=O)OCC(=O)Nc1c(C)n(C)n(-c2ccccc2)c1=O	-13	-3	0	i	nt	nt	-1.4	-3
Cc1nc(-c2noc(-c3cccc(Cl)c3)n2)c(C(F)(F)F)o1	2	0	14	-55	-1	0.87	0.1	-6

Arranged by length of the SMILES (lowest first): part of the list above.
molecule	SENP1 FRET inh	GRIN3A LBD mod	PfGluPho inh	SENP8 inh	SENP6 block	hIAP activ	MPTP inh	ATG4B inhibitor
Cc1nc(-c2noc(-c3cccc(Cl)c3)n2)c(C(F)(F)F)o1	2	0	14	-55	-1	0.87	0.1	-6
Cc1noc(C)c1S(=O)(=O)Nc1ccc(C(=O)N2CCCCC2)cc1	2	0	-19	18	-43	1.1	-1.0	-4
O=C(CCN1C(=O)C2CC=CCC2C1=O)Nc1ccc(S(=O)(=O)N2CCCCC2)cc1 (configuration not stated)	1	2	12	4	-5	0.97	-1.5	1

New compounds follow.
molecule	SENP1 FRET inh	GRIN3A LBD mod	PfGluPho inh	SENP8 inh	SENP6 block	hIAP activ	MPTP inh	ATG4B inhibitor
COc1cc2c(cc1OC)-c1nnc(C)n1C(C)(C)C2	2	-1	-4	5	-4	1.1	0.6	8
N#CC1=C(SCc2ccccc2)NC(=O)CC1c1cccc(O)c1 (configuration not stated)	2	0	39	22	-27	0.93	0.2	6
Cc1cc(C)c(/C=N/NC(N)=O)c(C)c1/C=N/NC(N)=O	0	1	9	24	-3	0.93	-0.5	-10
O=C(NC1CCCC1)C1CC(=O)N(c2ccccc2)C1 (configuration not stated)	0	-2	5	4	-26	0.9	0.4	1
O=C(COc1ccc(Br)cc1)Nc1ccc(-c2nnc(-c3ccco3)o2)cc1	4	4	-4	-303	-7	1.1	13	-2
O=C(Nc1ccc2c(c1)nc1n2CCN(Cc2ccccc2)C1)NC1CCCCC1	-6	-1	18	-304	1	0.91	-1.5	30
Cc1ccccc1C(=O)NNC1=NCCC1	1	3	-4	10	-4	0.88	-2.9	1
CSCCC(NC(=O)c1ccccc1)C(=O)OCC(=O)N(C)CCC#N (configuration not stated)	1	-1	-15	15	-14	0.96	-1.2	3
CC(C)N(C(=O)Cn1cnc2c(cnn2-c2ccccc2Cl)c1=O)C(C)C	0	0	-1	12	11	1.2	-1.3	-3
O=c1c(-c2nc3ccccc3s2)cccn1Cc1ccc(Cl)cc1	-119	-6	4	-248	-11	0.92	6.9	10
CCOC(=O)c1cccc(NC(=O)CCc2nc(-c3ccc(C)cc3)no2)c1	2	-10	0	6	-2	0.79	2.6	6
COc1ccc(-n2c(=S)[nH]c3c(sc(=S)n3-c3ccccc3)c2=O)c(OC)c1	2	-4	89*	29	-6	0.99	-0.3	-1
COCCNC(=S)Nc1ccc(S(=O)(=O)Nc2ncccn2)cc1	0	-1	-14	11	-14	0.92	-1.6	3
CCOC(=O)C1=C(N2CCCCC2)c2cc3c(n2C1=O)CCCC3	16	-2	3	12	-7	1.1	-0.5	0
CCc1nccn1S(=O)(=O)c1cc(C)c(OC)cc1C	0	-2	1	10	4	0.97	-0.8	-9
CC1CN(C(=O)CCS(=O)(=O)c2ccccc2)CC(C)O1 (configuration not stated)	1	-1	-13	9	-9	1.1	-1.7	-7
COc1ccc(CCNC(=O)c2csc3c2CCCC3)cc1	3	-2	-8	25	4	1.3	0.9	3
CCOc1ccc(Nc2nc(N)nc(CCl)n2)cc1	2	1	3	16	25	1.1	1.2	2
COc1ccc(CCNS(=O)(=O)CCNC(=O)c2ccc3c(c2)OCO3)cc1OC	1	1	6	-93	-9	1	0.5	-7
CC(C)OP(=O)(OC(C)C)C(NC(=O)c1ccc(Br)cc1)c1ccccc1 (configuration not stated)	0	2	6	2	-1	1.1	2.8	-9
COCCN(C(=O)CCCC(=O)Nc1ccccn1)C(C(=O)NC1CCCC1)c1ccc(C)cc1 (configuration not stated)	2	4	-2	17	-19	1	0.2	-11
COc1ccc(N2CCN(C(=O)c3cc(=O)c4cc(C)ccc4o3)CC2)cc1	2	0	-11	17	-15	0.87	-0.7	-7
Cc1nonc1OCCCNc1ccc([N+](=O)[O-])cc1Cl	-3	-1	13	18	-16	0.87	-1.6	-19
Cc1c(Cl)cccc1NC(=O)NCCCN1CCCC1=O	-2	-1	-10	3	3	0.86	-0.1	3
O=C(O)c1c(Cl)c(Cl)c(Cl)c(Cl)c1C(=O)OCC1CCCO1 (configuration not stated)	3	nt	3	11	nt	nt	-0.8	nt
CC1=CC2=NC(=O)/C(=C\c3ccc(OC(=O)c4ccco4)cc3)C(=N)N2O1	-82	-3	2	9	-24	0.83	2.4	2
COc1ccc(N(CC(=O)Nc2cccc(C(=O)O)c2)S(=O)(=O)c2c(C)noc2C)cc1	0	-1	-10	12	-4	0.97	0.5	8
COc1ccccc1NC(=O)Nc1cc(C(C)(C)C)nn1C	-1	0	-14	13	-1	1	1.3	-2
COc1ccc(-c2nnn(CC(=O)N(CC(=O)NC3CCCC3)c3ccccc3F)n2)cc1OC	-1	-1	-2	6	-20	0.99	0.5	-8
OCCN(Cc1ccccc1)CC1CC=CCC1 (configuration not stated)	2	0	-6	1	5	0.9	1.0	-6
CCCNC(=O)N(C)C[C@@H]1Oc2cc(Br)ccc2S(=O)(=O)N([C@@H](C)CO)C[C@H]1C	0	nt	-11	18	nt	nt	-2.6	nt
COc1ccc(NC(=O)CN(C)S(=O)(=O)c2cccs2)cc1	1	0	-5	-1	0	0.95	-5.7	-9
COc1ccccc1-c1coc2cc(OC(=O)/C=C/c3ccccc3)ccc2c1=O	5	-1	13	-44	-3	1	-23	-10
COc1ccccc1OCC(=O)NCc1ccco1	1	0	-5	1	-9	1.1	0.5	-6
COC(=O)c1cc(S(=O)(=O)n2nc(C)cc2C)c(Cl)cc1Cl	nt	1	-2	nt	3	0.94	nt	-5
CC(C)OC(=O)CN1CCN(C2c3ccccc3-c3ccccc32)CC1	-1	-2	-9	11	2	0.93	-0.1	8
CC1(C)CC(=O)C(=Cc2cn(CCC#N)nc2-c2ccc(Cl)cc2)C(=O)C1	-1	-5	24	16	-9	1	77*	7
O=C(CN1CCSCC1)c1c[nH]c2ccccc12	-4	3	16	-11	-4	1.1	1.0	-3
CC(C)(C)c1ccc(OCC(=O)NCCN2CCCC2)cc1	-2	2	7	18	-6	0.88	-1.1	1
Cc1ccc(Cn2cccc(NC(=O)NCc3ccccc3)c2=O)cc1	2	2	1	-187	0	0.91	0.4	14
COc1ccc(C2(C)NC(=O)N(CC(=O)Nc3ccc4ccccc4c3)C2=O)cc1OC (configuration not stated)	-2	-4	10	3	2	0.97	-1.0	-12
O=c1n(S(=O)(=O)c2cccc3cccnc23)c2ccccc2n1S(=O)(=O)c1cccc2cccnc12	2	-2	-2	7	-13	0.89	-1.6	-11
COc1ccc(C(=O)Nc2cc(C(F)(F)F)ccc2-n2cnc3ccccc32)cc1	2	14*	35	8	-9	0.99	1.2	3
CCCCNC(=O)CCNS(=O)(=O)c1ccc(Br)cc1	0	2	7	11	-5	0.91	0.2	14
Nc1nc(SCC(=O)NCCC(c2ccccc2)c2ccccc2)n[nH]1	nt	-2	5	nt	-18	0.99	nt	0
CSc1nc2sc3c(c2c2nncn12)CCC3	0	-14	1	5	22	1.1	1.5	0
Cc1cccc(N2CCN(C(=O)c3ccc4[nH]c(C)c(C)c4c3)CC2)c1C	-5	-3	6	-8	-6	1.2	0.8	3
Cc1ccc(C(=O)Nc2ccc(N3CCN(S(C)(=O)=O)CC3)cc2)cc1	0	-3	-8	-19	-3	1.1	-0.5	3
COc1cc(C(C)=O)ccc1OCC(O)CNCC(O)c1ccccc1 (configuration not stated)	1	0	-5	17	-13	1.2	-0.1	6
CCOc1cccc2cc(C(=O)N3CCc4ccccc4C3)c(=O)oc12	-3	-1	7	-13	-3	0.81	-0.3	19

Continued.
molecule	SENP1 FRET inh	GRIN3A LBD mod	PfGluPho inh	SENP8 inh	SENP6 block	hIAP activ	MPTP inh	ATG4B inhibitor
CCOC(=O)c1c(O)c2c([nH]c1=O)CCCC2	-1	-1	3	7	0	0.97	1.2	-2
COc1cccc(-c2nnc(SCC(=O)Nc3cc(C)ccc3OC)n2N)c1	5	-2	-6	24	4	1	-0.5	-2
CCCCn1c(N)c(N(CCC(C)C)C(=O)C2CCCC2)c(=O)[nH]c1=O	-4	2	-9	-4	-9	0.98	-2.2	9
Cc1cccc(-c2csc(NC(=O)c3cnccn3)c2C(=O)OC(C)C)c1	-35	1	-5	-33	0	1.1	1.0	-7
CC(C)Oc1ccc(CCc2nnc(SC(C)C(=O)O)n2-c2ccccc2)cc1 (configuration not stated)	2	-1	-22	13	9	1	-1.6	6
CCCCn1nc(C(=O)Nc2ccccc2N2CCCC2)c2ccccc2c1=O	-1	0	14	14	-23	0.93	0.7	-5
CC1CCCN(C(=O)COC(=O)Cc2ccc(Cl)cc2)C1 (configuration not stated)	2	-4	-16	16	-15	0.92	-0.8	-5
Cc1ccc(SCC(=O)Nc2ccc(N3CCOCC3)cc2)cc1	0	-1	-2	20	-8	1.1	0.9	7

Compound activity from PubChem.
